Screening results as filed in PubChem.
MRP-1 activ = H69AR viability gain despite doxorubicin, primary screen, MRP-1 activator project, H69AR cells, CellTiter-Glo. viability increase, % at 10 µM. viability rescue. 0.61% of 140,000 active;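 active = viability gain under doxorubicin at or above a set limit, the compound median plus 3 SD, cut at about 4.7% in these data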;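 also: MRP-1 overexpressing cells given doxorubicin 25 µM after compound pretreatment; 18-22 h compound pretreatment then 72 h with doxorubicin before readout; 0% = doxorubicin-only wells and 100% = vehicle-treated cells without doxorubicin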
HCT116 PTEN-null = growth suppression of PTEN-null HCT116, primary screen, cell-based, CellTiter-Glo. 1.2% of 140,000 active. viability, % at 10 µM. HCT116 PTEN-null viability, 60 h; active compounds read low. AID 827, 2007;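 active = viability at or below a set limit, 4 SD under the median of all tested compounds, cut at about 3.7% in these data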;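 also: PTEN knockout HCT116 line with beta catenin targeted HCT116 as companion control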
Measles CPE = compounds protecting cells from measles virus cytopathic effect, primary screen, measles RdRp inhibitor project, single point, MLSMR library, absorbance; Measles virus-infected cells, CPE protection; protection (pct of control), % at 4 µM; 1.5% of 140,000 active; in the data active = protection mostly above about 24%, no sharp cut-off; inactive = mostly below about 26%; also: some compounds called inactive have numbers as strong as hits
BB579 growth dn = growth inhibitors of yeast BB579 in restrictive medium, primary screen, yeast lifespan-shortening project, S. cerevisiae. 0.51% of 140,000 active. OD615, 48 h. inhibition, % at 10 µM;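 active = inhibition above a set limit, 3 SD over the mean compound inhibition, cut at about 44% in these data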; also: inactives centre near -24
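System: Saccharomyces cerevisiae DeaD strain BB579, replicative lifespan model yeast | Buffer or medium: Restrictive glucose-based CSMM-D medium | Times: 4 h preincubation and 48 h exposure at 30 °C | Detection: OD615 turbidity measurement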
HCT116 bCat-KO = primary screen for growth suppressors in beta-catenin knockout HCT116 cells (colon tumor, human). HCT116 beta-catenin knockout viability, CellTiter-Glo, 60 h; active compounds read low. viability, % at 10 µM. 1.5% of 140,000 active;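 active = viability at or under a set limit, the compound median less 4 SD, cut at about 6% in these data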;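 also: 0% = Hyamine 1622 control at 20 µM and 100% = untreated cell control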
Phagocytosis inh = inhibitors of macrophage phagocytosis, primary screen, imaging, J774A.1 cells, IgG beads | inhibition, % at 5 µM | 0.07% of 110,000 active | J774A.1 macrophage IgG-bead phagocytosis;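 active = inhibition above the mean of the plate negative controls plus 5 SD, cut at about 13% in these data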;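 also: phagocytic index as fraction of beads internalized from green versus red external bead signal; plate controls were DMSO negative control for no effect and cytochalasin-D positive control for full effect; some results beyond the cut were filed as inactive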
Yeast lifespan up = compounds extending yeast replicative lifespan, primary screen, S. cerevisiae, OD615. S. cerevisiae growth with nicotinamide; deaD strain in restrictive glucose medium. inhibition of the nicotinamide effect, % at 10 µM. 0.68% of 130,000 active. AID 775, 2007;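 active = inhibition above a set limit, placed 3 SD over the median of all compounds, cut at about 26% in these data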;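 also: 0% = nicotinamide-treated wells and 100% = cells grown without nicotinamide; some compounds called inactive have numbers as strong as hits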
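Test system – modified budding yeast, DeaD strain · Compound – single dose 10 µM compound, 0.25% DMSO · Times – culture preincubation 4 h, compound exposure 48 h, both 30 °C · Detection – optical density (absorbance) at 615 nm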
GALR2 antag = GALR2 antagonists in receptor-expressing cells, primary screen | Galanin receptor type 2 (Homo sapiens), O43603 | inhibition, % at 4 µM | 0.39% of 140,000 active | AID 828, 2007 | antagonist mode; in the data active = inhibition above about 27%;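 also: cells stimulated with galanin 1-16 at roughly its EC80; 0% = agonist challenge control and 100% = basal control without agonist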
Target sequence (O43603 whole entry, looked up): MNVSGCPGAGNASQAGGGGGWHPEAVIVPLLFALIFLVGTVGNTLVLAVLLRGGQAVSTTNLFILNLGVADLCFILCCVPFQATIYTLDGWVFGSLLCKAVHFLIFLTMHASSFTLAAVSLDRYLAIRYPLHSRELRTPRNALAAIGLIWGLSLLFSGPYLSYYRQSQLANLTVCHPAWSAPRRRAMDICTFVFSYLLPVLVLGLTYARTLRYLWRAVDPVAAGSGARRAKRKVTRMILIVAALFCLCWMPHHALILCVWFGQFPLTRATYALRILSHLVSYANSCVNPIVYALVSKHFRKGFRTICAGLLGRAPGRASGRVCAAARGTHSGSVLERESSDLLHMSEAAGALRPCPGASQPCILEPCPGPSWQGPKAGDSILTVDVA
NPY Y2 blocker = NPY-Y2 receptor antagonists, primary screen, cell-based | AID 793, 2007 | inhibition, % at 2.7 µM | NPY-Y2 expressing cells, antagonist mode | 0.99% of 140,000 active; in the data active = inhibition above about 17%;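 also: 0% = vehicle with agonist challenge and 100% = reference antagonist with challenge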
Target sequence (P49146 whole entry, looked up): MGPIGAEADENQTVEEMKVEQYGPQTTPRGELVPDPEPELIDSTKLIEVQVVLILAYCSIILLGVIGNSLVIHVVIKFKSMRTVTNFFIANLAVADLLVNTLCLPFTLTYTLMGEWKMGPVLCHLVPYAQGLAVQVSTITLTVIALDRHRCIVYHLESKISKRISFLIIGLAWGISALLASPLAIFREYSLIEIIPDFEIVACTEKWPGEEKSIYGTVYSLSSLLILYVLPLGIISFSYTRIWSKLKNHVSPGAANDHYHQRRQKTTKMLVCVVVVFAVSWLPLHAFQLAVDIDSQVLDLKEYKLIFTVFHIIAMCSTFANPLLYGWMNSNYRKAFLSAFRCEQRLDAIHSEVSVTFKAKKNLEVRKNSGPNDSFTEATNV
E-sel TNF inh = E-selectin induction blockers in HUVEC – imaging, immunofluorescence, high content, primary screen | HUVEC TNFa-induced E-selectin immunofluorescence | 0.71% of 120,000 active | inhibition, % at 2 µM | AID 1246, 2008;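 active = inhibition above the batch mean plus 3 SD, and confirmed as a hit on visual image review, cut at about 43% in these data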;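 also: 0% = TNF-stimulated DMSO wells and 100% = unstimulated control wells; not every result past the cut was called active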
The depositor's hits bear a star; x = no result given.

Every second line gives: MRP-1 activ | HCT116 PTEN-null | Measles CPE | BB579 growth dn | HCT116 bCat-KO | Phagocytosis inh | Yeast lifespan up | GALR2 antag | NPY Y2 blocker | E-sel TNF inh
COc1ccc(C(=O)NCc2nnc(SCC(=O)Nc3nc4ccccc4s3)o2)cc1OC
 : -0.1 | 93 | 23 | -15 | 93 | -8 | -2 | 2 | 3 | -22
O=[N+]([O-])c1cccc(C(=Nc2cccc(Cl)c2)NO)c1
 : -0.9 | 74 | 9 | -3 | 85 | 0 | -18 | 8 | 0 | 2
CCC[N+](CC#Cc1ccccc1)(CCC)CC(=O)OCC
 : -0.5 | 87 | 8 | -17 | 100 | -11 | 5 | 8 | 5 | x
CCCCC1CC(CSC(=N)N)OC1=O (stereo not given)
 : 1.7 | 109 | 4 | -14 | 104 | x | -18 | -4 | -1 | -9
CCOc1ccc(NC(=S)N2CCC(N(C)CC3CCCO3)CC2)cc1 (stereo not given)
 : -1.0 | 88 | 5 | -23 | 97 | 0 | 3 | -7 | -2 | -12
O=C(Nc1ccc(Br)c(Cl)c1)C1CC1
 : 1.0 | 66 | 3 | -21 | 72 | 0 | -19 | 10 | 4 | -14
CCn1c(SCC(=O)Nc2ccc3c(c2)OCCO3)nc2c(c1=O)SC(C)C2 (stereo not given)
 : -2.8 | 96 | 9 | -37 | 97 | x | 0 | 1 | 1 | -11
Cc1ccc(Cn2c(SCC(=O)NCC3CCCO3)nc3c(sc4ccccc43)c2=O)cc1 (stereo not given)
 : -1.3 | 100 | 1 | -25 | 100 | 0 | 1 | -1 | 2 | -29
Cc1ccccc1Cn1nc(C)c(NC(=O)c2noc3c2CCCC3)c1C
 : -1.8 | 88 | 21 | -49 | 96 | 0 | -8 | 4 | 1 | 15
O=C(NCc1cccnc1)C(=O)NCC1OCCN1S(=O)(=O)c1ccc(Cl)cc1 (stereo not given)
 : -0.4 | 90 | 11 | -20 | 90 | x | 0 | 3 | -2 | -2
O=C(CCCn1c(=S)[nH]c2ccccc2c1=O)NC1CCCC1
 : -0.5 | 94 | 4 | 13 | 96 | -2 | -15 | 1 | -1 | 19
CC(C)c1ccc(-c2cc(C(=O)N3N=C(C(F)F)CC3(O)C(F)F)c3ccccc3n2)cc1 (stereo not given)
 : -6.3 | 4 | 27 | -53 | 7 | 0 | -3 | 7 | -2 | -18
Cc1ccccc1Cn1nc(C)c(NC(=O)c2cc3nc(-c4ccco4)cc(C(F)(F)F)n3n2)c1C
 : -0.5 | 65 | 5 | 15 | 79 | 2 | -2 | -4 | -1 | 10
COc1ccc(NC(=O)CC2C(=O)N(c3ccc(F)cc3)C(=S)N2NC(=O)c2ccc(Cl)cc2)cc1 (stereo not given)
 : 4.8* | 98 | 13 | -7 | 92 | -3 | 5 | -3 | -3 | x
Cc1ccc(-c2nnc(SCC(=O)NNC(=O)COc3cccc4ccccc34)n2C)cc1
 : 1.6 | 105 | 11 | -5 | 81 | -4 | 1 | 6 | -1 | -4
COc1cccc(N2C(=O)C(CC(=O)Nc3ccccc3)N(C3CCCCC3)C2=O)c1 (stereo not given)
 : -2.1 | 76 | 24 | -29 | 86 | -1 | -10 | 4 | -2 | x
Cc1ccc(NC(=O)CCCCCCCCCCC2COCCO2)c(C)c1 (stereo not given)
 : -2.4 | 58 | 1 | -14 | 63 | -6 | -4 | -5 | 3 | x
COCCn1c(C2CCCCC2)nc2sc3ccccc3c(=O)c2c1=O
 : -1.1 | 88 | 8 | -78 | 83 | -1 | 1 | 9 | 2 | x
CC(C)[C@H](NS(=O)(=O)c1ccc2c(c1)OCCO2)C(=O)OCC(=O)Nc1ccccc1
 : -3.0 | 95 | 4 | -17 | 97 | -12 | -2 | -14 | 0 | 1
Cc1ccc(S(=O)(=O)N2CCN(c3ccc(C(F)(F)F)cc3[N+](=O)[O-])CC2)cc1
 : 1.3 | 40 | 13 | -2 | 29 | -7 | -7 | -3 | -1 | -2
CCN(CC)c1ccc(C(=O)Nc2cccc(F)c2)cc1
 : -2.5 | 27 | 7 | -5 | 17 | -2 | 12 | 12 | 1 | 6
Cc1ccc(NC(=O)CSC2=C(C#N)C(c3ccc4c(c3)OCO4)CC(=O)N2)cc1C (stereo not given)
 : -5.0 | 74 | 5 | -35 | 84 | x | 1 | -6 | 5 | -22
NC(=O)c1cc(N2C(=O)C3CC=CCC3C2=O)ccc1N1CCCCC1 (stereo not given)
 : -1.7 | 97 | 7 | -18 | 94 | 0 | -4 | 0 | 1 | x
CCCn1c(N2CCN(S(=O)(=O)Cc3ccccc3)CC2)nc2ccccc21
 : -3.2 | 90 | 7 | -31 | 90 | -2 | 3 | 2 | 5 | x
Cc1cc(C(=O)Nc2ccc(C(=O)O)cc2)c(-c2ccccc2)o1
 : 1.1 | 95 | 2 | -13 | 95 | -1 | -6 | -3 | -1 | 17
COC(=O)c1ccc(OCc2cc(=O)n3ccsc3n2)cc1
 : -1.0 | 100 | 8 | -40 | 83 | -7 | -5 | 6 | 1 | 6
O=C(c1ccco1)N1CCN(c2nc(-c3ccc(F)cc3)cs2)CC1
 : 1.9 | 92 | 6 | -32 | 93 | 3 | -21 | -5 | 4 | -12
CCOc1ccc(N(CC(=O)Nc2cccc(OC)c2)S(=O)(=O)c2c(C)noc2C)cc1
 : -3.3 | 56 | 2 | -31 | 53 | 0 | -9 | 10 | 0 | x
CCN(C(=O)c1cc(Cl)ccc1OC)c1ccccc1
 : -1.2 | 79 | 12 | -65 | 82 | 0 | -9 | 12 | 3 | -13
O=C1CC(N2CCN(C/C=C/c3ccccc3)CC2)C(=O)N1Cc1cccs1 (stereo not given)
 : -1.2 | 88 | 16 | -24 | 96 | -1 | -12 | 2 | 5 | 14

Ordered by the number under E-sel TNF inh (largest number first): three from the list above
molecule | Measles CPE | Phagocytosis inh | Yeast lifespan up | GALR2 antag | NPY Y2 blocker | E-sel TNF inh
Cc1ccccc1Cn1nc(C)c(NC(=O)c2noc3c2CCCC3)c1C | 21 | 0 | -8 | 4 | 1 | 15
CC(C)[C@H](NS(=O)(=O)c1ccc2c(c1)OCCO2)C(=O)OCC(=O)Nc1ccccc1 | 4 | -12 | -2 | -14 | 0 | 1
CCCCC1CC(CSC(=N)N)OC1=O (stereo not given) | 4 | x | -18 | -4 | -1 | -9

Other compounds follow:
Every second line gives: MRP-1 activ | HCT116 PTEN-null | Measles CPE | BB579 growth dn | HCT116 bCat-KO | Phagocytosis inh | Yeast lifespan up | GALR2 antag | NPY Y2 blocker | E-sel TNF inh
COc1ccc(Oc2nnc(-c3ccccc3)cc2C#N)cc1
 : -3.9 | 83 | 4 | -24 | 80 | -1 | -1 | 1 | 2 | -4
COc1ccc(N2CCN(CCCNC(=O)CN3CCN(Cc4ccccc4C)C3=O)CC2)cc1
 : -4.7 | 62 | 6 | -46 | 64 | -1 | -23 | 3 | 3 | 0
CC1CCCCC1NC(=O)CSc1nnc(COc2ccccc2Cl)o1 (stereo not given)
 : 1.4 | 107 | 42 | -55 | 97 | 0 | -6 | -3 | 4 | x
COc1ccccc1C(OC(=O)c1ccco1)C(=O)NC(C)(C)C (stereo not given)
 : -1.4 | 100 | 2 | -26 | 98 | -1 | -4 | -12 | 2 | -1
Cc1ccc(/C=N/NC(=O)Cn2nc(C)c(Br)c2C)o1
 : -1.0 | 109 | 16 | -41 | 98 | 0 | -8 | -15 | 0 | -3
COc1ccc(C(=O)CN2C(=O)C(C)(C)Oc3ccc(C(=O)N4CCCCCC4)cc32)cc1
 : -3.8 | 103 | 20 | -27 | 94 | 0 | 7 | -8 | 4 | -2
COc1ccccc1-c1nnc(SCC(=O)N2CC(C)CC(C)C2)o1 (stereo not given)
 : -1.6 | 87 | 2 | -63 | 79 | 5 | 1 | -14 | 3 | -11
Cc1ccc(NC2OC(C(O)CO)C(O)C2O)cc1[N+](=O)[O-] (stereo not given)
 : 0.6 | 98 | 43 | -49 | 111 | x | -6 | -9 | 1 | 64*
COc1ccc(C(=O)NC(CO)c2nnc(SCc3ccc(Cl)c(Cl)c3)n2C)cc1 (stereo not given)
 : -3.8 | 84 | 0 | -13 | 81 | x | -12 | 1 | 6 | -18
Cc1cc(NC(=O)c2cccs2)n(-c2ccccc2)n1
 : -1.1 | 94 | 23 | -16 | 86 | 3 | -6 | -2 | -3 | 11
OCCNCc1cc(Br)ccc1OCc1ccccc1Cl
 : -4.3 | 62 | 6 | -19 | 54 | -1 | 0 | 5 | 22* | x
CCOC(=O)c1cc(NC(=O)c2cnccn2)cc(C(=O)OCC)c1
 : -2.7 | 44 | 28 | -14 | 48 | -4 | -21 | -3 | 2 | -8
O=C(c1ccccc1Oc1ccccc1)N1CCN(c2ccccc2)CC1
 : -1.5 | 76 | 7 | -13 | 85 | -1 | -8 | -11 | 12 | -13
COc1cccc(NC(=O)COC(=O)COc2ccccc2[N+](=O)[O-])c1
 : -0.9 | 99 | 4 | -32 | 95 | -6 | -5 | -1 | 1 | 8
COC(=O)c1ccc(COc2ccc(-c3nnn(CC(=O)NC(C)(C)C)n3)cc2)cc1
 : -5.3 | 92 | 6 | -44 | 86 | -5 | 0 | 0 | 2 | x
COc1cc(C(=O)NCc2cn3cccc(C)c3n2)cc(OC)c1OC
 : -2.6 | 82 | 12 | -20 | 75 | 0 | 6 | 12 | 3 | x
Cc1ccc(Oc2nn[nH]n2)cc1
 : 0.2 | 101 | 18 | -36 | 103 | x | 12 | 8 | 4 | 12
O=C(COc1ccc(Br)cc1)Nc1cc(S(=O)(=O)N2CCCCC2)ccc1N1CCCCC1
 : -0.4 | 68 | 13 | -25 | 67 | -7 | -1 | 7 | 2 | x
Cc1ccccc1OCC(O)CN1CCN(CCN2C(=O)c3cccc4cccc(c34)C2=O)CC1 (stereo not given)
 : 3.9 | 31 | 21 | 1 | 41 | -9 | 4 | -7 | 4 | x
Cc1c(CCC(=O)O)c(=O)oc2cc3occ(-c4ccc(F)cc4)c3cc12
 : -0.5 | 90 | 2 | 22 | 96 | 2 | -19 | -3 | 1 | -42
O=C(CSCc1ccc(Cl)c(Cl)c1)Nc1c[nH]c(=O)[nH]c1=O
 : -0.1 | 102 | 4 | -15 | 100 | -1 | -1 | 0 | 1 | x
Cc1ccc(N2C(=O)c3ccccc3C2Nc2ccc(S(=O)(=O)N3CCOCC3)cc2)nc1 (stereo not given)
 : -1.0 | 89 | 19 | -7 | 92 | x | -7 | 6 | 2 | 15
COc1ccc(NC(=O)CSc2nc3c(c(=O)n2-c2ccccc2OC)SCC3)cc1
 : -1.1 | 114 | 21 | -9 | 98 | 0 | -8 | -2 | 3 | x
COc1cccc(C(=O)Nc2ccc(N3CCN(S(C)(=O)=O)CC3)cc2)c1
 : -1.8 | 98 | 2 | -41 | 97 | 0 | 3 | -3 | 4 | -18
O=S(=O)(Cc1ccccc1)Nc1ccc(S(=O)(=O)NCC2CCCO2)cc1 (stereo not given)
 : -1.6 | 93 | 14 | -48 | 88 | -4 | -11 | 2 | 1 | -35
